LYPLA1 counter – LYPLA1 inhibitors, primary screen, counter-screen for PME1 inhibitor project, biochemical, fluorescence polarization, FP-Rh probe ABPP | 320,000 tested, 0.16% active | Acyl-protein thioesterase 1 (Homo sapiens), O75608 | recombinant LYPLA1 | inhibition, % at 5.9 µM;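 active means inhibition above the mean of all tested compounds plus 3 SD, set per campaign, cut at about 14% in these data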;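 further: inhibitors block serine hydrolase probe labeling of LYPLA1 so polarization falls; 0% = enzyme with DMSO and 100% = wells lacking LYPLA1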
PAFAH1B3 FP inh – PAFAH1B3 enzyme inhibitors, primary screen, biochemical, fluorescence polarization, human; Platelet-activating factor acetylhydrolase IB subunit alpha1 (Homo sapiens), Q15102; recombinant PAFAH1B3, FP-rhodamine probe; inhibition, % at 3.39 µM; 340,000 tested, 0.28% active;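 active means inhibition above the screen-wide average of all tested compounds plus 3 SD, cut at about 25% in these data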;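 further: 0% = enzyme with DMSO only and 100% = wells lacking PAFAH1B3 protein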
GSTO1 counter – inhibitors of recombinant GSTO1, primary screen, counter-screen for RBBP9 inhibitor project, biochemical, fluorescence polarization; Glutathione S-transferase omega-1 (Homo sapiens), P78417; activity-based probe fluorescence polarization; inhibition, % at 5.96 µM; 300,000 tested, 1.1% active;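 active means inhibition above the campaign mean inhibition plus 3 SD, cut at about 35% in these data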;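 further: 0% = GSTO1-1 with DMSO and 100% = wells lacking GSTO1-1 enzyme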
Target sequence (P78417 whole entry, looked up): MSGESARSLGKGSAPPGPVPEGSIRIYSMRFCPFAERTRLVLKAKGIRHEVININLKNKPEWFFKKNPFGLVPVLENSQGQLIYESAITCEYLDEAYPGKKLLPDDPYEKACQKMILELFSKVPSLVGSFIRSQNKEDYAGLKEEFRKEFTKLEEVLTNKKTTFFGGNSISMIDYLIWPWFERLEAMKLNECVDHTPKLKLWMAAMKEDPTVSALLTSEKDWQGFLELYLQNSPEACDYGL
ZTA DNA inh – counter-screen for EBNA-1 inhibitors: inhibitors of Epstein-Barr virus ZTA | P03206 | ZTA-DNA binding, fluorescence polarization | inhibition, % at 11 µM | 320,000 tested, 0.15% active | AID 2234; in the data active means inhibition above about 33%
LYPLA2 counter – LYPLA2 inhibitors, primary screen, counter-screen for PME1 inhibitor project, biochemical, fluorescence polarization, FP-Rh probe ABPP; 320,000 tested, 0.38% active; inhibition, % at 5.9 µM; Acyl-protein thioesterase 2 (Homo sapiens), O95372; recombinant LYPLA2; AID 2177, 2009;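 active means inhibition above the screen-wide mean plus 3 SD, limit set per campaign, cut at about 26% in these data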;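 further: 0% = LYPLA2 with DMSO and 100% = wells lacking LYPLA2 enzyme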
PAFAH2 FP inh – PAFAH2 enzyme inhibitors, primary screen, biochemical, fluorescence polarization, human; 340,000 tested, 0.99% active; Platelet-activating factor acetylhydrolase 2, cytoplasmic (Homo sapiens), Q99487; recombinant PAFAH2, FP-rhodamine activity probe; AID 492956, 2010; inhibition, % at 3.39 µM;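 active means inhibition above the mean over all tested compounds plus 3 SD, cut at about 30% in these data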;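 further: inhibitors block probe labeling of enzyme so polarization drops; 0% = enzyme with DMSO and 100% = wells lacking PAFAH2 protein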
PAD4 FP inh – human PAD4 inhibitors, primary screen, biochemical, fluorescence polarization, 1536-well format; AID 485272, 2010; Protein-arginine deiminase type-4 (Homo sapiens), Q9UM07; 330,000 tested, 0.41% active; inhibition, % at 6.36 µM; recombinant PAD4, RCA probe fluorescence polarization;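 active means percent inhibition above a cutoff equal to the mean of all tested compounds plus 3 SD, cut at about 15% in these data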;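 further: 0% = PAD4 with RCA probe and DMSO and 100% = probe without PAD4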
Target sequence (Q9UM07 whole entry, looked up): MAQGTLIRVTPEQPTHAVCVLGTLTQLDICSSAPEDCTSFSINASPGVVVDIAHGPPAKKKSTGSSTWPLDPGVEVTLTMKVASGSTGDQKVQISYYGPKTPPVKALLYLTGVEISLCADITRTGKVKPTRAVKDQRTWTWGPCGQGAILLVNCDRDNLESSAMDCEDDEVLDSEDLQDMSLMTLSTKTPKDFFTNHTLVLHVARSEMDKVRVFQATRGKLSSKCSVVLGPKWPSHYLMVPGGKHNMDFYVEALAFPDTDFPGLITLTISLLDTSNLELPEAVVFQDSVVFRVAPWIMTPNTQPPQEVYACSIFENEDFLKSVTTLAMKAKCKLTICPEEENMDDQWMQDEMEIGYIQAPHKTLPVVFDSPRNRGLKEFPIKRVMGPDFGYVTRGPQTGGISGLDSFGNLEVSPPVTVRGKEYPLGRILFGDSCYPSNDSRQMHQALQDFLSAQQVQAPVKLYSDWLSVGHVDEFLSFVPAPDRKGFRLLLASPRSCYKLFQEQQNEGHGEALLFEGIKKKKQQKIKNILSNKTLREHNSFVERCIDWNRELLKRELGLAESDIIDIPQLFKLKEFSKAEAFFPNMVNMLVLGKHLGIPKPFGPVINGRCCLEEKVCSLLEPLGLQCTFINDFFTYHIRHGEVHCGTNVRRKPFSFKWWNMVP
EBNA-1 inh – EBNA-1 DNA-binding inhibitors, primary screen, biochemical, fluorescence polarization | inhibition, % at 14.8 µM | 300,000 tested, 0.34% active; in the data active means inhibition above about 28%
PREPL inhibitor – PREPL enzyme inhibitors, primary screen, biochemical, fluorescence polarization; Prolyl endopeptidase-like (Homo sapiens), Q4J6C6; recombinant PREPL, fluorescence polarization activity-based probe; inhibition, % at 5.96 µM; 320,000 tested, 0.68% active; AID 2751, 2010; in the data active means inhibition above about 43%;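 further: 0% = enzyme with DMSO and 100% = wells lacking enzyme; many of its hits are not listed in these tables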
* hit, by the source's call; nt = no result given. An excerpt; count on the stated rates, not on these rows.

Results follow in this order: LYPLA1 counter	PAFAH1B3 FP inh	GSTO1 counter	ZTA DNA inh	LYPLA2 counter	PAFAH2 FP inh	PAD4 FP inh	EBNA-1 inh	PREPL inhibitor
> Fc1ccccc1C1c2[nH]c3ccccc3c2CCN1CCCn1cccn1 (stereo unspecified)
  1	0	7	-4	0	-4	-1	2	4
> OC(COCC(F)(F)C(F)(F)C(F)(F)C(F)F)Cn1c2ccc(Cl)cc2c2cc(Cl)ccc21 (stereo unspecified)
  -21	-38	2	-1	-39	-59	-2	8	1
> CC[n+]1c(C)sc2c(C)cc(C)cc21
  0	3	14	-4	6	9	9	-4	6
> Cn1c(Cc2ccccc2)n[nH]c1=S
  -1	7	0	-13	7	-2	3	4	1
> COc1ccc(Nc2cc(C(=O)NCCCN3CCOCC3)c3ccccc3n2)c(OC)c1
  -1	10	6	1	-5	4	0	6	9
> CCc1sc(C(=O)NCCCN2CCCC2=O)cc1Br
  0	-9	7	10	9	-9	3	12	19
> O=C(NCCCO)c1nnc(Cc2c(F)cccc2Cl)o1
  -2	9	2	-22	-2	2	50*	-4	15
> Cc1cc(C)nc(SCC(=O)c2c(N)n(C)c(=O)n(C)c2=O)n1
  -1	11	4	7	2	2	-3	-2	4
> CCn1c(=NC(=O)c2cccc(N3C(=O)CCC3=O)c2)sc2c(OC)ccc(OC)c21
  2	2	6	17	3	0	3	0	9
> Cc1c(C)n(Cc2ccc(F)cc2)c2ccc(C(=O)NCCCN3CCOCC3)cc12
  4	-5	4	5	2	0	5	6	7
> CCCCN(C(=O)C1CC1)C1CCS(=O)(=O)C1 (stereo unspecified)
  2	5	4	-4	3	8	1	-3	7
> CCOC(=O)c1c(NC(=S)Nc2ccccc2)sc2c1CCN(C)C2
  -1	1	-5	-7	0	-4	0	-13	17
> O=C(NNC(=O)C1CCN(Cc2cccc(F)c2)CC1)c1cccc(Cl)c1
  1	-2	0	12	1	5	2	-2	-4
> Cc1ncc([N+](=O)[O-])n1CC(O)CCl (stereo unspecified)
  2	-17	8	0	0	-24	8	-9	4
> O=S(=O)(Cc1ccccc1Cl)N1CCCC1
  2	2	-10	-17	3	1	-4	-6	7

Continuation.
Results follow in this order: LYPLA1 counter	PAFAH1B3 FP inh	GSTO1 counter	ZTA DNA inh	LYPLA2 counter	PAFAH2 FP inh	PAD4 FP inh	EBNA-1 inh	PREPL inhibitor
> CCCCCN=CC1=C(O)CC(c2ccccc2)CC1=O (stereo unspecified)
  1	13	1	1	3	6	0	-3	-9
> O=C(c1ccc(S(=O)(=O)N2CCCCCC2)cc1)N1CCCC(C(F)(F)F)C1 (stereo unspecified)
  6	6	7	1	2	3	3	4	2
> CCc1cccc(CC)c1NC(=S)NC(C)c1ccccc1 (stereo unspecified)
  1	8	-3	-11	0	-4	-1	4	-3
> O=C(Nc1ccc2[nH]ncc2c1)c1ccccc1
  1	6	-1	8	1	4	0	5	2
> CCOc1ccc(C2/C(=C(\O)c3c(C)[nH]c(C(=O)OC)c3C)C(=O)C(=O)N2CCN(C)C)cc1 (stereo unspecified)
  2	1	-4	-4	3	-3	-2	1	13
> CCn1cc(C(=O)N(CCCN2CCOCC2)Cc2ccco2)c(=O)c2ccc(C)nc21
  3	10	3	-20	-1	-8	-1	8	-7
> CCc1ccc2nc(N(CCCN(C)C)C(=O)c3ccc(S(=O)(=O)N4CCc5ccccc5C4)cc3)sc2c1
  -8	14	-1	28	-7	5	-2	11	-8
> CC(C(=O)Nc1ccc2c(c1)OCCO2)n1nnc(-c2ccccc2)n1 (stereo unspecified)
  1	-6	3	-5	4	-1	1	6	-8
> C=CC12C=CC=CN1C(C(=O)OC)=C(C(=O)OC)C(C(=O)OC)=C2C(=O)OC (stereo unspecified)
  -3	0	6	8	0	-5	-4	2	4
> COC(=O)[C@]1(Cc2ccccc2)N[C@H](CN(C)S(=O)(=O)c2ccc(OC)cc2)[C@@H]2C(=O)N(C)C(=O)[C@@H]21
  nt	0	nt	nt	nt	-10	0	nt	3
> CCOC(=O)c1c(NC(=O)CSc2nncs2)sc(C)c1C
  3	6	12	-3	1	-1	0	-5	8
> Cc1nc(-c2c(-c3ccc(O)cc3O)noc2C(F)(F)F)cs1
  4	-4	3	5	2	8	-2	-2	-8
> COc1ccccc1NC(=O)c1cc(C(=O)O)ccc1C(=O)O
  -5	9	-1	-3	3	1	1	3	-8
> O=C(C[n+]1cn(C(F)F)c2ccccc21)c1ccc(OC(F)F)cc1
  2	5	-4	-4	3	-2	-6	-2	-17
> Cc1[nH]nc2c1C(c1ccccc1F)CC(=O)N2 (stereo unspecified)
  0	4	10	-13	8	-1	-1	-7	9

Additional structures
Results follow in this order: LYPLA1 counter	PAFAH1B3 FP inh	GSTO1 counter	ZTA DNA inh	LYPLA2 counter	PAFAH2 FP inh	PAD4 FP inh	EBNA-1 inh	PREPL inhibitor
> Cc1cccc(Nc2n[nH]c(C)c2[N+](=O)[O-])c1
  -6	-1	0	-10	1	5	-1	4	-32
> c1ccc(C2OCC3(CO2)COC(c2ccccc2)OC3)cc1 (stereo unspecified)
  -3	-3	11	0	2	-7	-2	0	10
> O=c1c2ccccc2nc(-c2ccc(F)cc2)n1NCc1ccccc1O
  1	8	4	14	1	-1	-2	9	9
> CCc1ccccc1NC(=O)CNC(=O)CNC(=O)C1CCCCC1
  1	-2	nt	0	4	9	-2	nt	2
> CCc1nc2ccccc2n1CC(O)COc1ccc(NC(C)=O)cc1 (stereo unspecified)
  -1	1	1	-3	1	-4	1	11	4
> CC(=O)Nc1ccc(S(=O)(=O)NC2CC3CCC2C3)cc1 (stereo unspecified)
  2	11	8	-2	0	-1	5	3	15
> COc1cc(OC)c(C(=O)O/N=C(\N)c2cccc(C)c2)cc1OC
  -5	1	2	8	-11	13	2	0	6
> c1c(C2CCCCC2)n[nH]c1CN1CCCCC1
  0	6	3	12	7	1	-5	8	4
> CCN1CCN(Cc2ccc(NC(=O)Nc3ccc(SC)cc3)cc2)CC1
  0	-4	5	5	-4	-1	-5	0	16
> Cn1c(-c2ccc(F)cc2)cnc1NCc1ccccc1
  -2	-1	3	5	7	0	1	5	21
> CCOC(=O)C1C(=O)C=C(c2ccc(C)cc2)CC1c1cccc([N+](=O)[O-])c1 (stereo unspecified)
  -3	-4	-5	-8	12	0	0	6	11
> Cc1ccc(S(=O)(=O)Oc2ccc(C(c3c(C)[nH][nH]c3=O)c3c(C)[nH][nH]c3=O)cc2)cc1
  1	2	5	1	8	4	-12	3	-1
> c1ccc(-c2cncn2-c2ccccc2)cc1
  -1	2	1	-9	3	-5	6	2	-5
> Cc1nc2nc[nH]n2c(=O)c1NS(=O)(=O)c1ccc([N+](=O)[O-])cc1
  0	4	-7	-12	4	5	1	4	1
> NS(=O)(=O)c1ccc(CCNC(=O)C2CCCCN2S(=O)(=O)c2ccccc2)cc1 (stereo unspecified)
  -4	2	5	-8	0	-4	-2	-7	14

Further structures.
Results follow in this order: LYPLA1 counter	PAFAH1B3 FP inh	GSTO1 counter	ZTA DNA inh	LYPLA2 counter	PAFAH2 FP inh	PAD4 FP inh	EBNA-1 inh	PREPL inhibitor
> CCn1c(C(C)NC(=O)c2cccc(C)c2)n[nH]c1=S (stereo unspecified)
  1	8	-3	5	0	12	-2	-12	5
> COc1ccc(C2(C(=O)O)CCCC2)cc1
  -2	5	-4	-5	1	-6	-6	3	2
> CN1C(=O)c2cccc3c(N)ccc(c23)C1=O
  10	13	9	4	16	19	24*	2	14
> O=C1CC(SC(=Nc2ccccc2)Nc2ccccc2)C(=O)N1c1ccc(Cl)cc1 (stereo unspecified)
  -2	3	-2	-5	-5	-15	-3	-1	11
> NC(=O)CC(NC(=O)c1ccccc1)C(=O)O (stereo unspecified)
  -2	2	-4	16	3	3	0	6	0
> O=c1cc[nH]c2cc(C(F)(F)F)ccc12
  10	3	0	-9	5	1	-3	-9	0
> CCOc1ccccc1/C=N/Nc1nc2c(N)ncnc2n1[C@H]1O[C@@H](CO)[C@H](O)[C@@H]1O
  1	5	7	-4	-2	1	-2	-2	3
> CC1CCN(c2ccc3nnc(CCC(=O)N4CCN(c5ccc(F)cc5)CC4)n3n2)CC1
  0	-1	4	7	3	5	-1	-1	-14
> COc1ccccc1NC(=O)C1=C(C)NC(=O)NC1c1cccs1 (stereo unspecified)
  1	nt	-7	10	-3	nt	-2	6	0
> Cc1cc(C)cc(NS(=O)(=O)c2ccc3c(c2)c(=O)n(C)c(=O)n3C)c1
  -5	2	-1	6	-1	6	-3	3	22
> CC(=O)N/C(=N/c1nc(C)cc(C)n1)Nc1cccc(C)c1
  6	5	-6	4	-3	2	0	5	-10
> CCOC(=O)c1ccc(NS(=O)(=O)c2ccc(SC)cc2)cc1
  -5	0	-1	-5	0	4	0	-3	-16
> O=C(CSc1nnc(-c2ccccc2)o1)N1CCCC1
  0	1	6	-9	0	-1	-1	-2	8
> CCCCn1c(N)c(N(CCOC)C(=O)C2CCCN(C(=O)c3ccc(Cl)cc3)C2)c(=O)[nH]c1=O (stereo unspecified)
  3	4	11	4	0	4	-2	-7	-15
> NCCc1nnc(SCC(=O)c2ccc(Cl)cc2)o1
  -1	3	3	0	7	-4	-2	-6	5

Continuation.
Results follow in this order: LYPLA1 counter	PAFAH1B3 FP inh	GSTO1 counter	ZTA DNA inh	LYPLA2 counter	PAFAH2 FP inh	PAD4 FP inh	EBNA-1 inh	PREPL inhibitor
> CCCc1cc(C(=O)Nc2cccc(C(C)=O)c2)no1
  -3	0	36*	8	4	3	5	9	-4
> COc1cccc(CN2CCc3[nH]c(=S)[nH]c(=O)c3C2)c1
  -2	-3	8	-22	-4	9	-5	-12	17
> Cc1cc(-c2nnc(SCC(=O)Nc3cccc(C)c3C)n2N)n[nH]1
  2	8	13	16	-3	5	-4	-2	-1
> CCOC(=O)COc1ccc2c(c1)C(=O)CC1(CCCCC1)O2
  1	2	3	-13	14	12	-1	1	1
> CCOc1ccc(Br)cc1S(=O)(=O)Nc1ccc(NC(=O)c2ccccc2F)cc1
  -10	2	-1	-8	-8	-10	-4	2	-11
> CCN1CCN(S(=O)(=O)Cc2ccccc2)CC1
  -2	3	0	0	4	2	-2	1	-11
> CC(CC(=O)NCc1ccc(F)cc1)c1ccccc1 (stereo unspecified)
  2	11	7	-7	3	0	-5	-13	5
> COc1ccc(/C=C(/C#N)S(=O)(=O)c2ccc(C)cc2)cc1
  0	2	-2	6	2	-4	-2	8	-5
> COc1ccc(CCNC(=O)CN2CCN(Cc3ccccc3F)C2=O)cc1OC
  -2	0	-12	16	0	2	2	9	6
> NC(=O)c1ccsc1NC(=O)CSc1ncnc2sccc12
  nt	4	nt	nt	nt	7	-4	nt	-20
> Cc1ccccc1N(CC(=O)Nc1ccc(S(=O)(=O)N2CCOCC2)cc1)S(C)(=O)=O
  -5	11	0	12	-8	-7	-4	0	-6
> Cc1ccc(C(=O)Nc2nnc(-c3ccco3)o2)cc1
  -1	-1	-3	-4	0	-7	1	-7	-1
> O=C(Nc1ccccc1Cl)c1ccccc1Cc1ccccc1
  3	3	7	-15	2	6	-3	-2	5
> O=[N+]([O-])c1ccccc1S(=O)(=O)N/C(=N/S(=O)(=O)c1ccccc1)c1ccccc1
  nt	6	nt	nt	nt	4	0	nt	5
> O=c1oc(C2(O)CCCCC2)cc2ccc(Br)cc12
  4	17	nt	-12	13	0	-7	nt	-15
> CC(=O)C1=C(C)NC(SCC(N)=O)=C(C#N)C1c1cccnc1 (stereo unspecified)
  -3	-4	13	-20	-9	2	5	6	22

Bioassay records from PubChem.
